Bioassay records deposited in PubChem BioAssay by The Scripps Research Institute Molecular Screening Center.
M1 antag: antagonists of human M1 muscarinic receptor | P11229 | CHO-K1 hM1, Fluo-8 calcium fluorescence, ACh EC80 antagonist | inhibition, % at 3 µM | actives 1.3% (n = 360,000);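 active = percent inhibition above its own plate's cutoff, namely the mean of that plate's compound wells plus 3 SD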;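 also: peak over basal fluorescence ratio during 140 s after agonist addition; 0% = ACh EC80 plus DMSO and 100% = DMSO alone without agonist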
Target sequence (P11229 whole entry, looked up): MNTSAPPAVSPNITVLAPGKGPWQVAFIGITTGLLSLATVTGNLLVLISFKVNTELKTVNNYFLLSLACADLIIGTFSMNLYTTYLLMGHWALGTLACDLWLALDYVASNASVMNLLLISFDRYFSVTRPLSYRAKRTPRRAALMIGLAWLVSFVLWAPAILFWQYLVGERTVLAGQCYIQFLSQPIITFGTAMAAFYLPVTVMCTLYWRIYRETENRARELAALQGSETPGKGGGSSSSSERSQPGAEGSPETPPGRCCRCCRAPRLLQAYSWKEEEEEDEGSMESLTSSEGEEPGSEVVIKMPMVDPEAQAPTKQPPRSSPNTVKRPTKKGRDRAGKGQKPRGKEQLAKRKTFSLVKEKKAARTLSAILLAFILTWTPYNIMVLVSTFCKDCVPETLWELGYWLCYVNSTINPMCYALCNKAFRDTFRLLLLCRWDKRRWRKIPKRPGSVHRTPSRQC
CHRM4 agonist: CHRM4 agonism in calcium assay; AID 624127; P08173; actives 0.14% (n = 360,000); activation, % at 3 µM; CHO-K1 hM4/Gqi5, Fluo-8 calcium fluorescence; vehicle 0%, full acetylcholine response 100%;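 active = activation above the run mean over all test wells plus 3 SD, cut at about 32% in these data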;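 also: peak over basal fluorescence ratio per well then scaled between controls; 0% = DMSO wells and 100% = acetylcholine at EC100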
CHO parental Ca: counter-screen: ATP calcium response change in parental CHO cells. actives 0.63% (n = 330,000). AID 463079. inhibition, % at 5.6 µM. parental CHO-K1, ATP-induced calcium, Fluo-8 fluorescence;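 active = inhibition above that plate's mean sample inhibition plus 3 SD, cut at about 26% in these data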;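 also: 0% = ATP-challenged DMSO wells and 100% = DMSO wells without ATP; some compounds past the cut are filed as inactive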
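Test system: parental CHO cells; detection: calcium-sensitive Fluo-8 fluorescence; evaluation: percent inhibition of calcium signal; also added: ATP as calcium-mobilizing challenge; repeats: one well per compound; control set: ATP-challenged DMSO wells low, unchallenged DMSO wells high; compound: single nominal dose of 5.6 µM per compound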
CHO-K1 Ca antag: counter-screen for M1 antagonists: effect in parental CHO-K1 cells | actives 0.6% (n = 360,000) | ATP-induced calcium, Fluo-8 fluorescence | inhibition, % at 3 µM;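 active = inhibition above a per-plate cutoff, the plate's mean sample inhibition plus 3 SD, cut at about 24% in these data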;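 also: 0% = DMSO plus EC80 ATP and 100% = DMSO alone without ATP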
M1 ag: activates human CHRM1 receptor; P11229; CHO-K1 hM1, Fluo-8 calcium fluorescence, agonist mode; 0% DMSO, 100% acetylcholine EC100; activation, % at 3 µM; actives 0.33% (n = 360,000);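 active = activation above the run's mean compound activation plus 3 SD, cut at about 16% in these data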;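 also: peak over basal fluorescence ratio within a 140 s kinetic read after compound addition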
CHRM1 PAM: human CHRM1 positive allosteric modulation | P11229 | CHO-K1 hM1, Fluo-8 calcium fluorescence, ACh EC20; 0% = ACh EC20, 100% = maximal ACh | activation, % at 3 µM | actives 0.088% (n = 360,000); in the data active = activation above about 19%, passing the limit was not always enough
OXTR potentiate: human OXTR potentiation; P30559; CHO-OTR cells, Fluo-8 calcium fluorescence, potentiator mode; 0% = oxytocin EC15, 100% = EC100; activation, % at 3 µM; actives 0.061% (n = 320,000); AID 2445;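 active = activation above that plate's cutoff, the mean activation of tested compounds plus 3 SD, cut at about 6.6% in these data, passing the limit was not always enough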;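 also: 100% uses oxytocin at 75 nM as the full agonist control; some results filed as inactive read as strong as hits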
Target sequence (P30559 whole entry, looked up): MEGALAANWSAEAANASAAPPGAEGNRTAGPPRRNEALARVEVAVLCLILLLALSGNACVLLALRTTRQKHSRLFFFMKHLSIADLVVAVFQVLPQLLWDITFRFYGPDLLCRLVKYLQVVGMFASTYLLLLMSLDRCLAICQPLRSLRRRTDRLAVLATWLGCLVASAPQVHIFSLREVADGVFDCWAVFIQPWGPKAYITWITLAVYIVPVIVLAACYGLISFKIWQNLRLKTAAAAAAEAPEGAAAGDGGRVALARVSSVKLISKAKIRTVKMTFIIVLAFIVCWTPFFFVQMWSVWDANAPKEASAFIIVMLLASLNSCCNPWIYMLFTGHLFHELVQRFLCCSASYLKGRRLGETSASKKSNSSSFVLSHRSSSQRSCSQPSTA
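test system = CHO-OTR cells, human receptor | compound = single-point 3.0 µM | schedule = 6 min compound pre-incubation at room temperature, 100 s kinetic read | signal = Fluo-8 no-wash calcium dye fluorescence, excitation 470-495 nm, emission 515-575 nm | repeats = single well per compound, singlicate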
CHO-K1 Ca ag: counter-screen for M1 agonists: effect in parental CHO-K1 cells; Fluo-8 calcium fluorescence; scaled to maximal ATP response, vehicle zero; activation, % at 3 µM; actives 0.48% (n = 360,000); AID 602248; in the data active = activation above about 15%;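 also: untransfected CHO-K1 host cells lacking M1 receptor as counterscreen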
M4 antag: antagonists of human muscarinic M4 receptor (CHRM4). CHO-hM4 cells, ACh EC80, Fluo-8 calcium fluorescence. inhibition, % at 3 µM. AID 624125. actives 0.73% (n = 360,000);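 active = inhibition above its plate's cutoff, the mean inhibition of sample wells plus 3 SD, cut at about 27% in these data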;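 also: 0% = acetylcholine EC80 with DMSO and 100% = DMSO without agonist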
Starred values were filed as active, the others as inactive; nt = no result given.

1	COc1ccc(Nc2nnc(Cc3ccccc3)c(=O)[nH]2)c(OC)c1
2	O=C(COC(=O)/C=C/c1ccc(S(=O)(=O)N2CCCCCC2)cc1)NCc1ccccc1Cl
3	COC(=O)c1cn(-c2nc(C)c3c(n2)CCC3)nn1
4	Cc1cc(NC(=O)Cc2cn3ccsc3n2)n(-c2ccccc2)n1
5	Cc1ccc(NC(=O)/C(=C/c2cccc(Br)c2)NC(=O)c2ccco2)cc1
6	O=C1CCc2cc(NS(=O)(=O)c3ccc(Cl)cc3)cc3c2N1CC3
Screen / compound no.,1,2,3,4,5,6
CHO parental Ca,-16,-7,1,-14,-1,8
M1 ag,-3,-4,-2,-2,-12,1
M1 antag,8,-6,-4,0,-10,-7
CHO-K1 Ca antag,8,2,-4,-9,-6,-1
M4 antag,4,0,-7,8,-5,-5
CHRM1 PAM,2,12,4,7,9,7
CHRM4 agonist,0,1,12,1,1,3
OXTR potentiate,-12,-9,-7,-7,-9,-19
CHO-K1 Ca ag,0.0,-0.3,2.4,0.5,0.7,1.9

7	Cc1nc(C)c(-c2nnc(-c3ccccc3Cl)o2)cc1C(=O)NN
8	COc1ccc(C(=O)OCc2cc(=O)n3c(C)csc3n2)cc1F
9	COc1cc2c(c(OC)c1OC)-c1ccc(N(C)CC(OC)OC)c(=O)cc1[C@@H](NC(C)=O)CC2
10	CN(CC(=O)Nc1ccccc1Br)C(=O)c1ccncc1
11	CN1CCN(C(=O)CCCN2C(=O)/C(=C/c3ccccc3)SC2=S)CC1
12	CCOC(=O)N1CCC(NC(=O)CSCc2cnn(-c3ccccc3)c2-n2cccc2)CC1
Screen / compound no.,7,8,9,10,11,12
CHO parental Ca,-27,-16,-3,0,5,-29
M1 ag,0,-4,-1,0,-6,-3
M1 antag,-4,-8,0,-6,0,2
CHO-K1 Ca antag,-10,3,-7,7,-3,-12
M4 antag,-1,0,-4,-6,12,-4
CHRM1 PAM,0,5,0,17,-1,-1
CHRM4 agonist,0,3,3,0,11,4
OXTR potentiate,-3,-8,0,-4,-12,-6
CHO-K1 Ca ag,0.2,0.1,0.7,0.0,10,1.5

13	COc1ccc([C@H]2CC(=O)C[C@@H](CCn3cc(-c4cccnc4)nn3)O2)cc1
14	CCOc1ccc(N2C(=O)c3cccnc3C2Nc2ccc(C)cc2)cc1 (stereo not drawn)
15	CCN(CC)c1ccc(-c2nnc(SCC(=O)Nc3ccccc3C#N)n2-c2ccccc2)cc1
16	CCOC(=O)c1c(C)[nH]c(-c2csc(C)n2)c1C
17	CCCSC1=C(C#N)C(c2cccnc2)C(C(=O)OCC)=C(c2ccccc2)N1 (stereo not drawn)
18	Cc1nc(N2CCN(C(=O)c3ccco3)CC2)nc2c1C(=O)CC(C)C2 (stereo not drawn)
Screen / compound no.,13,14,15,16,17,18
CHO parental Ca,nt,-9,-14,-22,-23,-18
M1 ag,nt,0,-3,-4,-1,-2
M1 antag,nt,-4,-2,-7,-37,-6
CHO-K1 Ca antag,-10,15,-8,-6,6,-10
M4 antag,-5,10,4,3,-2,-8
CHRM1 PAM,nt,11,6,4,4,4
CHRM4 agonist,1,-1,-2,-1,2,2
OXTR potentiate,nt,0,-5,-18,-7,-14
CHO-K1 Ca ag,1.0,-0.5,0.2,0.0,0.7,1.6

19	CC(=O)N1CCN(S(=O)(=O)c2cccc(C(=O)Nc3nc4ccccc4[nH]3)c2)CC1
20	Cc1cccc(NC(=O)COC(=O)CC2CCCC2)c1C
21	CCn1c(SCc2nc3ccccc3[nH]2)nnc1-c1ccccc1OC
22	COc1ccc2c(c1)[nH]c1c(=O)n(CCC3=CCCCC3)cnc12
23	Cc1ccc([N+](=O)[O-])c(C(=O)N/N=C/c2cccs2)c1
24	COc1ccc(Cn2c(=O)cc(C)[nH]c2=S)cc1
Screen / compound no.,19,20,21,22,23,24
CHO parental Ca,2,nt,-19,-3,-22,-1
M1 ag,-2,1,-2,1,-1,-2
M1 antag,-11,-1,-11,-10,0,-9
CHO-K1 Ca antag,17,3,-12,-10,-6,-11
M4 antag,-2,-12,5,6,15,-12
CHRM1 PAM,8,10,1,8,3,4
CHRM4 agonist,2,0,4,1,2,0
OXTR potentiate,-10,nt,-15,-4,-7,-3
CHO-K1 Ca ag,-0.1,0.0,0.8,0.1,1.4,0.0

Down the list, from the results shown:
Entries 19–24 in CHRM4 agonist: 2, 0, 4, 1, 2, 0
Entries 19–24 in M1 ag: -2, 1, -2, 1, -1, -2

Remaining list, next part:
25	Cc1ccc2cc(CN(CC(C)C)S(=O)(=O)c3ccccc3)c(=O)[nH]c2c1
26	O=[N+]([O-])/C=C/c1cn(Cc2ccc(Cl)cc2)c2ccccc12
27	CCCCn1c(N)c(S(=O)(=O)c2ccc(C)cc2)c2nc3ccccc3nc21
28	CCOC(=O)c1c[nH]c2ccc([N+](=O)[O-])cc12
29	CC(=O)C(Sc1ccc2nnc(-c3cccnc3)n2n1)C(C)=O
30	O=C(CSc1cnc2ccccc2n1)c1ccc(F)cc1
Screen / compound no.,25,26,27,28,29,30
CHO parental Ca,-31,5,-16,nt,-7,-12
M1 ag,-4,-4,-2,-3,-6,-6
M1 antag,0,15,10,3,-4,-5
CHO-K1 Ca antag,-1,0,-2,-12,-1,13
M4 antag,-9,4,-2,-11,10,-1
CHRM1 PAM,-4,14,-2,-4,3,8
CHRM4 agonist,4,0,1,4,0,2
OXTR potentiate,-7,-9,-2,nt,-6,-6
CHO-K1 Ca ag,0.8,1.0,0.4,0.8,0.5,7.9

31	CC(=NNC(=O)c1ccncc1)c1ccc(Cl)c(Cl)c1
32	CC(Oc1cccc(Br)c1)C(=O)N1CCCN(C)CC1 (stereo not drawn)
33	CCN(CC)c1ccc(/C=N/NC(=O)c2cnccn2)c(O)c1
34	CCn1ncc(Cl)c1C(=O)NC(=S)Nc1c(C)cc(C)cc1[N+](=O)[O-]
35	CCc1n[nH]c(=S)n1/N=C/c1cc(Br)c(OC)cc1OC
36	Cc1c(C(=O)Nc2cccc(Cl)c2)cn2c(nc3ccccc32)c1C#N
Screen / compound no.,31,32,33,34,35,36
CHO parental Ca,nt,-8,44*,-40,-18,-19
M1 ag,-2,-5,3,-11,-8,-2
M1 antag,-2,-10,28,9,5,-8
CHO-K1 Ca antag,-7,-13,11,0,9,6
M4 antag,6,6,33*,6,11,3
CHRM1 PAM,-3,6,-5,-14,-4,1
CHRM4 agonist,0,2,9,-3,0,1
OXTR potentiate,nt,-4,-11,-9,-2,-6
CHO-K1 Ca ag,0.5,1.9,6.6,-0.7,-0.6,0.0

37	CC(OC(=O)Cc1cccc(C(F)(F)F)c1)C(=O)Nc1ccc(Cl)cn1 (stereo not drawn)
38	Cc1ccc(C(=O)N2CCCCC2)cc1S(=O)(=O)N1CCCCCC1
39	CC1(C(=O)NCc2cccc3ccccc23)CCN1Cc1ccc(-c2ccccc2)o1 (stereo not drawn)
40	CCOc1ccc(S(=O)(=O)NCCC(=O)NC2=NCCS2)cc1
41	CN1CCN(S(=O)(=O)c2ccccc2)C(c2ccccc2)C1 (stereo not drawn)
42	Cc1nc(-c2ccccn2)sc1C(=O)Nc1ccc(Cl)c(Cl)c1
Screen / compound no.,37,38,39,40,41,42
CHO parental Ca,-17,-5,nt,-14,-5,-31
M1 ag,-4,0,-5,-4,-3,-6
M1 antag,6,-5,-13,-4,11,3
CHO-K1 Ca antag,-19,-2,3,1,-7,11
M4 antag,0,-6,-4,-3,5,13
CHRM1 PAM,-1,6,8,0,1,-13
CHRM4 agonist,0,4,-1,2,0,0
OXTR potentiate,2,0,nt,-11,-3,-14
CHO-K1 Ca ag,0.2,2.1,0.9,2.4,0.1,-0.2

43	O=C(Nc1c(C(=O)N2CCCC2)cnn1-c1ccccc1)c1cccc(F)c1
44	CC1CCN(C2=NC(=O)/C(=C/c3ccc(O)cc3)S2)CC1
45	COC(=O)[C@H](Cc1ccccc1)NC(=O)NCCC1=CCCCC1
46	O=Cc1cn(-c2ccccc2)nc1-c1ccccn1
47	CC(C)CN(C(=O)c1ccc([N+](=O)[O-])s1)c1c(N)n(Cc2ccccc2)c(=O)[nH]c1=O
48	O=C(CNC(=O)c1ccc2c(=O)n3c(nc2c1)CCC3)Nc1ccc(F)c(F)c1
Screen / compound no.,43,44,45,46,47,48
CHO parental Ca,-12,-3,11,2,-16,-22
M1 ag,-5,-7,-11,-4,-3,-2
M1 antag,-12,-7,39*,-3,-3,-9
CHO-K1 Ca antag,-5,-3,-15,-13,-5,-1
M4 antag,-5,-15,14,6,-7,-7
CHRM1 PAM,3,5,-29,10,2,7
CHRM4 agonist,1,16,2,3,1,2
OXTR potentiate,3,-4,-4,-7,-4,-9
CHO-K1 Ca ag,0.1,0.7,2.4,0.4,0.8,1.4

49	Cc1occc1C(=O)N1CCN(c2ccccc2)CC1
50	O=S1(=O)N=C(N2CCc3ccccc3C2)c2ccccc21
51	Cc1cc(C)n(-c2nc3ccccc3nc2N2CCN(C(=O)c3ccc(F)cc3)CC2)n1
52	O=c1c2ccccc2c(C=NC2CCS(=O)(=O)C2)c(O)n1-c1ccccc1 (stereo not drawn)
Screen / compound no.,49,50,51,52
CHO parental Ca,9,-16,-11,3
M1 ag,-4,-5,-12,2
M1 antag,2,36*,13,-13
CHO-K1 Ca antag,-8,2,4,-7
M4 antag,3,1,3,0
CHRM1 PAM,1,-16,-3,-2
CHRM4 agonist,0,1,3,2
OXTR potentiate,-6,-6,-5,-8
CHO-K1 Ca ag,0.5,0.7,0.8,0.3

Compound profiles, from the list above:
O=S1(=O)N=C(N2CCc3ccccc3C2)c2ccccc21 in the list: CHO parental Ca = -16; M1 ag = -5; M1 antag = 36*; CHO-K1 Ca antag = 2; M4 antag = 1; CHRM1 PAM = -16; CHRM4 agonist = 1; OXTR potentiate = -6; CHO-K1 Ca ag = 0.7
O=c1c2ccccc2c(C=NC2CCS(=O)(=O)C2)c(O)n1-c1ccccc1 (stereo not drawn) in the list: CHO parental Ca = 3; M1 ag = 2; M1 antag = -13; CHO-K1 Ca antag = -7; M4 antag = 0; CHRM1 PAM = -2; CHRM4 agonist = 2; OXTR potentiate = -8; CHO-K1 Ca ag = 0.3

Random draw from the library; about 2.9% have a hit in one of these screens.
